LYPLA2 inh = LYPLA2 (human) inhibition in PME1 counter-screen; inhibition, % at 5.9 µM; recombinant LYPLA2, FP-Rh probe fluorescence polarization; hit rate 0.38% among 320,000; O95372;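 active means inhibition above the screen-wide mean plus 3 SD, limit set per campaign, cut at about 26% in these data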;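 further: 0% = LYPLA2 with DMSO and 100% = wells lacking LYPLA2 enzyme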
Target sequence (O95372 whole entry, looked up): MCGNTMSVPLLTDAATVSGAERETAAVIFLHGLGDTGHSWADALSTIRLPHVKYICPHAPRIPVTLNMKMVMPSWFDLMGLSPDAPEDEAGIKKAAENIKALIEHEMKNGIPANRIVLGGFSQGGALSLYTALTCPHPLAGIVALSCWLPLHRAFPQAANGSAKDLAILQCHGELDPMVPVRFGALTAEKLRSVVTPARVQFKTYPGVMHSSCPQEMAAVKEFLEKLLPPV
PP1 counter = counter-screen for PP5 inhibitors: inhibitors of human PP1-alpha; inhibition, % at 6.7 µM; AID 2235; hit rate 0.9% among 320,000; purified PP1alpha, OMFP fluorescence;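 active means inhibition above the mean inhibition of all tested compounds plus 3 SD, computed separately for each screening campaign, cut at about 15% in these data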
Target sequence (P62136 whole entry, looked up): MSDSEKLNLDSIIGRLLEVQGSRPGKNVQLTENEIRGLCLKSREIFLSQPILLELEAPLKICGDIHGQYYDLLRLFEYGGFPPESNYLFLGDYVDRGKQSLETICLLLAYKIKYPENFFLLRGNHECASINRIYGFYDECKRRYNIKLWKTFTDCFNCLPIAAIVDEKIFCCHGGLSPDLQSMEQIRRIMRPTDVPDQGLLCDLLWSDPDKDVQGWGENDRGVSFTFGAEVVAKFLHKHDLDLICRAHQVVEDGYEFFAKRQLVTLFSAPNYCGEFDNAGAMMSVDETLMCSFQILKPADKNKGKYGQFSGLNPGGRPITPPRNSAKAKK
Efflux pump mplx = blocks antifungal efflux pumps in multiplex yeast assay. S. cerevisiae Candida pump triplex, Nile Red efflux. inhibition, % at 10 µM. hit rate 0.44% among 330,000. AID 485275;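 active means plate passing quality check with inhibition over a set limit, or well fluorescence over plate mean plus 4 SD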;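 further: Nile Red retained in pooled yeast measured as flow cytometry median fluorescence; 0% = buffer negative control and 100% = Enniatin B positive control; higher means more Nile Red kept so more efflux inhibition; some compounds called inactive have numbers as strong as hits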
TPT1 inhibitor = C. albicans TPT1 enzyme inhibition; inhibition, % at 5 µM; recombinant caTPT1, FP RNA substrate dephosphorylation; hit rate 0.81% among 300,000;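 active means inhibition above the mean of all tested compounds plus 3 SD, set per screening campaign, cut at about 24% in these data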;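 further: plate controls were DMSO alone for no effect and ferristatin control at 100 nM for full effect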
JMJD2C inh = blocks human GASC-1 demethylase activity; hit rate 0.069% among 330,000; inhibition, % at 2.35 µM; GST-JMJD2C(1-420) H3K9me3 demethylation, DELFIA europium; Q9H3R0; AID 2099;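 active means more than half of a compound's replicate wells show inhibition beyond 50%, single wells judged on their own value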;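 further: signal counts dimethyl H3K9 product captured on neutravidin plate; 0% = median of DMSO wells and 100% = 0.3 times that DMSO median; strong numbers were not always called active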
HCV core dimer = blocks dimerization of HCV core protein. TR-FRET GST/Flag-core106 dimerization, 1536-well. inhibition, % at 5 µM. hit rate 0.33% among 300,000. AID 1899;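 active means inhibition above the mean of all tested compounds plus 3 SD, set per screening campaign, cut at about 45% in these data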
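System: GST-tagged and Flag-tagged HCV core protein residues 1-106 / Input: core106 proteins, GST 13.5 nM and Flag 17 nM / Buffer or medium: KF-containing HEPES buffer, pH 7.45, DTT, CHAPS, BSA / Probe or stimulus: Eu-anti-GST and XL665-anti-Flag labelled anti-tag antibodies / Schedule: 4 h, 22.5 °C incubation / Technique: TR-FRET 671 and 617 nm emission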
PP5 primary = blocks human protein phosphatase 5 activity | hit rate 0.18% among 320,000 | AID 1987 | P53041 | inhibition, % at 6.7 µM | purified PP5c, OMFP substrate fluorescence;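 active means inhibition above the campaign's mean inhibition across all tested compounds plus 3 SD, cut at about 9.5% in these data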;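 further: 0% = DMSO only and 100% = 100 µM cantharidin control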
Target sequence (P53041 whole entry, looked up): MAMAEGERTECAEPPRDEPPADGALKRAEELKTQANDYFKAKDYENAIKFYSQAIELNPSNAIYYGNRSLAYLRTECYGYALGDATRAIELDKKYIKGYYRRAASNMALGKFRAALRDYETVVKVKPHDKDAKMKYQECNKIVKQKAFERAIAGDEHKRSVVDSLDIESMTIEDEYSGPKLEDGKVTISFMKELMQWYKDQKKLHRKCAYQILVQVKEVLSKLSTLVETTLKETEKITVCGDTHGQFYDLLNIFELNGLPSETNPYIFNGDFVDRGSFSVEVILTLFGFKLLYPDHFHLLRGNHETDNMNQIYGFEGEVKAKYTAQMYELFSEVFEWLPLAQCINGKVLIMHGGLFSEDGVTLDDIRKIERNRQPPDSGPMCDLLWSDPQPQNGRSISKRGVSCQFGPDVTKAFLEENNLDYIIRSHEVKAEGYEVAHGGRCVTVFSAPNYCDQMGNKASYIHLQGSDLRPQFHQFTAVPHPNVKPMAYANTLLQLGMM
PREPL inhibitor = inhibits the human prolyl oligopeptidase-like enzyme | AID 2751 | recombinant PREPL, fluorescence polarization activity-based probe | Q4J6C6 | hit rate 0.68% among 320,000 | inhibition, % at 5.96 µM; in the data active means inhibition above about 43%;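 further: 0% = enzyme with DMSO and 100% = wells lacking enzyme; many of its hits are not listed in these tables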
CTSL1 counter = counter-screen for PFM18AAP inhibitors: inhibitors of F. hepatica cathepsin L1; recombinant F. hepatica cathepsin L1, Z-Leu-Arg-MCA fluorescence; inhibition, % at 5.96 µM; hit rate 0.49% among 300,000; AID 1906;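 active means inhibition above the mean of all tested compounds plus 3 SD, set per screening campaign, cut at about 17% in these data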;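 further: 0% = plate median of test compound wells and 100% = 1 µM Z-Phe-Ala-diazomethylketone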
* marks the source's active call; other numbers are inactive results; / = no result given. The list is partial; count on the stated rates, not on these rows.

Compound | PP1 counter | HCV core dimer | PP5 primary | CTSL1 counter | PREPL inhibitor | JMJD2C inh | TPT1 inhibitor | LYPLA2 inh | Efflux pump mplx
COc1nnc(-c2ccc(C)c(S(=O)(=O)NCC3CCCO3)c2)c2ccccc12 (configuration not stated) | -4 | 11 | 1.9 | -1 | 8 | 4 | -2 | 5 | -0.1
Nc1nc(-c2ccc(Cl)cc2)nn1C(=O)c1ccco1 | -4 | 3 | -1.2 | 0 | 1 | -6 | 0 | -2 | -0.1
O=C(N/C(=C\c1ccco1)C(=O)N1CCCC1)c1cccs1 | -2 | -2 | -2.0 | 2 | 5 | 2 | -2 | 5 | 0.1
CCc1cc2c(CN3CCN(CC)CC3)cc(=O)oc2cc1O | 1 | 5 | -1.6 | 1 | -1 | -1 | 0 | -6 | -0.1
O=C(NCCCN1CCCC1=O)c1ccc(OCc2ccccc2)cc1 | 0 | 5 | 1.1 | -1 | 6 | 7 | 3 | -3 | 0.0
Cc1nc(SCC(=O)N(C)C2CCS(=O)(=O)C2)c(C#N)c(C)c1C (configuration not stated) | -6 | / | 2.5 | / | 16 | 4 | / | 1 | -0.2
CC(C)Nc1nc(Cl)nc(N(C#N)CN2C(=O)c3ccccc3S2(=O)=O)n1 | 2 | -2 | 0.4 | 6 | 2 | -4 | -4 | -6 | -0.1
c1ccc(-c2nccnc2-c2ccccc2)cc1 | -6 | 4 | -1.9 | -3 | -3 | -4 | 0 | -1 | 0.0
COc1ccc(N2C(=O)C(Cl)=C(NCc3ccccc3)C2=O)cc1 | 3 | 2 | 2.2 | 1 | -7 | 4 | 1 | 8 | 0.1
Cc1cc(Nc2ccccc2Cl)nc(-c2ccccc2O)n1 | 1 | -1 | 3.5 | 5 | -2 | 9 | -2 | -9 | 0.3
Cc1ccc(-n2ncc3c2CC(C)(C)CC3NC(=O)CCc2ccc(=O)[nH]n2)cc1 (configuration not stated) | -1 | -6 | 0.5 | 1 | 2 | 1 | -2 | 4 | -0.2
O=C(CNC(=O)c1cccs1)Nc1ccc(N2CCOCC2)cc1 | 0 | / | 0.0 | / | 7 | 12 | / | 4 | 0.5
Cc1nc(N2CCCCC2)sc1C(=O)c1cccc([N+](=O)[O-])c1 | 9 | -6 | 4.7 | -3 | 6 | -9 | -5 | 5 | 0.1
COc1ccccc1/C=C/c1onc(C)c1S(=O)(=O)N1CCC(C(=O)NC(C)C)CC1 | -1 | 3 | 1.8 | -3 | 11 | -3 | -7 | 0 | 0.0
CC(NC(=O)COc1cccnc1[N+](=O)[O-])c1ccc(F)cc1 (configuration not stated) | -1 | 9 | -0.2 | 3 | 3 | 2 | 2 | 5 | -0.1
COc1ccc(C(=O)N2CCOC2CNC(=O)C(=O)NCc2ccccc2Cl)cc1 (configuration not stated) | 0 | 4 | 4.1 | -2 | -5 | 2 | -1 | 2 | 0.1
O=c1c(-c2ccc(Cl)cc2)cnc2n1CCS2 | -1 | 3 | 1.9 | -5 | 4 | 5 | -3 | 1 | -0.2
CCCCCc1nnc(NC(=O)Cc2ccc([N+](=O)[O-])cc2)s1 | -2 | 20 | 0.0 | 5 | -1 | 9 | 2 | 3 | 0.0
Oc1ccc(C=Nc2ccc3ncccc3c2)c(O)c1 | -4 | 63* | 1.6 | 4 | 7 | 18 | 1 | -15 | 0.2
CC(=O)Nc1ccc(NC(=O)c2cc(=O)c3cc(C)cc(C)c3o2)cc1 | 1 | 3 | -0.9 | 0 | -1 | -1 | -1 | -4 | 0.2

(list continues)
Compound | PP1 counter | HCV core dimer | PP5 primary | CTSL1 counter | PREPL inhibitor | JMJD2C inh | TPT1 inhibitor | LYPLA2 inh | Efflux pump mplx
COC(=O)c1c(NC(=O)C2=COCCO2)sc(C)c1C | 4 | 0 | 2.4 | 1 | 3 | -9 | -1 | -5 | -0.1
COc1ccc(NC(=O)N2CCC(n3cnc4ccccc43)CC2)cc1 | -6 | 0 | -0.2 | 1 | 8 | 0 | -2 | 2 | -0.1
CCc1ccc(CCC(=O)Nc2ccc(OC)cc2)o1 | 2 | -4 | 2.5 | -4 | -5 | 4 | -7 | 6 | 0.1
O=C(c1ccco1)N1CCN(C(=O)c2cc3sccc3n2Cc2ccccc2)CC1 | 4 | 7 | 0.3 | -3 | 21 | -1 | -1 | -1 | 0.0
CC(=O)O[C@@H]1[C@@]2(C)O[C@H]2CC[C@]23O[C@H]2[C@H](OC3=O)C2=C(C)C(=O)O[C@@]21O | -10 | -11 | -9.8 | -2 | 9 | -7 | -4 | 4 | -0.1
CCC(C)(C)C1CCc2[nH]nc(C(=O)NC3CCCC3)c2C1 (configuration not stated) | 4 | 11 | 2.6 | -1 | 3 | -2 | 0 | 0 | 0.0
Cc1ccc(NC(=S)N(CCCN2CCOCC2)Cc2ccccn2)cc1Cl | -1 | -2 | -0.2 | -4 | -5 | 26 | 1 | 2 | -0.3
CC(=O)c1c(C)oc2ccc(N(C(C)=O)S(=O)(=O)c3ccc(F)cc3C)cc12 | -3 | -3 | -0.2 | -2 | -4 | -3 | -2 | 6 | -0.2
Cc1ccc([N+](=O)[O-])cc1S(=O)(=O)Nc1ccc(-c2ccc(N3CCOCC3)nn2)cc1 | -1 | 6 | 1.1 | -1 | -4 | 0 | 0 | -3 | 0.0
COc1cc(CCC(=O)OCC(=O)Nc2cccc(S(=O)(=O)N(C)C)c2)cc(OC)c1OC | -2 | -9 | 0.4 | -9 | -4 | -4 | -2 | -17 | 3.0
CCOC(=O)c1nn(-c2ccc(C)cc2)c(=O)cc1OCC(=O)Nc1cc(C)ccc1OC | 1 | 6 | 1.4 | 10 | 12 | -15 | -2 | 0 | 0.0
O=C(COc1ccc(S(=O)(=O)N2CCOCC2)cc1)NCCN1CCOCC1 | -2 | 10 | -0.2 | 2 | 3 | 0 | 2 | 0 | -0.2
CC(=O)n1cc([C@H]2C=C(C(=O)N3CCN(Cc4ccc5c(c4)OCO5)CC3)O[C@@H](OCc3ccc(CO)cc3)C2)c2ccccc21 | 0 | 6 | 4.7 | 1 | -48 | 1 | 0 | -5 | 0.2
COc1cc2ccccc2cc1C(=O)N1CCN(C)CC1 | 2 | -1 | 1.2 | 0 | -3 | 3 | 0 | 12 | 0.2
CCc1ccc(NC(=O)C2C3C=CC(C4CC34)C2C(=O)O)cc1 (configuration not stated) | 0 | 0 | -0.8 | 3 | 4 | 2 | -2 | 14 | 0.1
COCCN(C(=O)COC(=O)CSc1ccccc1)c1c(N)n(Cc2ccccc2)c(=O)[nH]c1=O | 0 | 2 | -1.2 | -18 | 2 | 2 | 3 | -3 | 0.2
COc1ccc(C)cc1S(=O)(=O)Nc1ccc2c(c1)OCO2 | 1 | 0 | 0.0 | -4 | 0 | 10 | -2 | 6 | -0.1
Cc1nc(-c2ccccn2)nc(N2CCOCC2)c1Cl | -3 | 1 | -0.8 | 6 | -1 | 7 | -2 | 7 | 0.1
CSC1=NCCN1C(=O)c1ccc2c(c1)OCO2 | -8 | -14 | 1.1 | 8 | 4 | -8 | 0 | 5 | 0.0
O=C(CN1C(=O)NC2(CCCCC2)C1=O)Nc1ccc(Cl)c(S(=O)(=O)N2CCOCC2)c1 | 1 | / | 1.4 | / | 10 | / | / | 3 | -0.1

Next part:
Compound | PP1 counter | HCV core dimer | PP5 primary | CTSL1 counter | PREPL inhibitor | JMJD2C inh | TPT1 inhibitor | LYPLA2 inh | Efflux pump mplx
NC(=O)C1CCN(C(=O)c2ccc(Cl)c(S(=O)(=O)NCc3ccco3)c2)CC1 | -3 | / | -1.0 | / | 1 | 5 | / | -6 | 0.0
CC(=O)c1ccc(NC(=O)CN2CCN(c3ccccc3)CC2)cc1 | 1 | 0 | 2.2 | -4 | -18 | -2 | 1 | 2 | 0.3
COc1cc(OC)c2c(-c3ccccc3)cc(=O)oc2c1C(CC(=O)N1CCCC1)c1ccc2c(c1)OCO2 (configuration not stated) | 2 | -2 | -1.6 | 6 | -9 | -7 | 4 | -8 | /
COc1ccc(OC)c(C2/C(=C(/O)c3cnn(-c4ccccc4)c3C)C(=O)C(=O)N2CCN(C)C)c1 (configuration not stated) | -2 | 1 | -4.1 | 0 | 19 | 2 | 0 | 8 | 0.1
CN(CCC#N)Cc1cc(=O)oc2ccc3ccccc3c12 | -3 | 6 | 1.0 | -1 | 4 | -5 | -1 | 5 | 0.1
COc1ccc(C(=O)OCc2nnc(-c3ccccc3)o2)cc1S(=O)(=O)N1CCOCC1 | 4 | -2 | 0.7 | -10 | 11 | 12 | -2 | 4 | -0.1
Cc1cc(C)c2oc(C(=O)N(Cc3cccs3)C3CCS(=O)(=O)C3)cc(=O)c2c1 (configuration not stated) | -3 | 1 | 2.1 | 7 | 2 | 2 | 1 | -3 | 0.0
N#CCCn1cc(C(=O)Nc2ccc(C(=O)O)cc2)c(-c2cccc(Br)c2)n1 | 0 | -3 | 2.7 | 1 | -9 | 61 | 1 | -3 | 0.2
CC(OC(=O)c1ccc(Cl)c(S(=O)(=O)N2CCc3ccccc32)c1)C(=O)Nc1ncc(Cl)cc1Cl (configuration not stated) | 5 | 21 | 2.2 | -1 | -17 | -5 | -3 | -9 | 0.1
CCOC(=O)CCCNC(=O)CSc1nnc(-c2ccccc2)c(-c2ccccc2)n1 | 1 | 3 | 3.0 | 0 | 2 | -25 | -5 | -2 | 0.1
CSc1cccc(NC(=O)CCS(=O)(=O)c2cccc3nonc23)c1 | 3 | -5 | 0.1 | 6 | 5 | -9 | -5 | -3 | -0.4
Cc1ccc(CNC(=O)C2CCN(S(=O)(=O)c3c(C)noc3C)CC2)cc1 | -1 | 3 | -2.1 | 2 | 0 | 0 | -1 | -9 | 0.0
COc1ccc2nc(Nc3nc(CSc4nnc(C)s4)cc(=O)[nH]3)nc(C)c2c1 | -1 | 1 | -1.0 | -2 | -3 | 6 | 0 | -2 | 0.3
CN=c1scc(-c2ccc([N+](=O)[O-])cc2)n1/N=C/c1ccco1 | 3 | 22 | 2.1 | 0 | 6 | 0 | 1 | 1 | 0.0
Cc1ccc(S(N)(=O)=O)cc1NC(=O)C1CC2CCC1C2 (configuration not stated) | -2 | 2 | -1.1 | -2 | 2 | -1 | 0 | 0 | -0.1
COCCOC(=O)c1c(C)oc2ccc(NS(=O)(=O)c3cccs3)cc12 | 1 | 7 | 4.4 | -1 | -4 | 0 | 1 | 0 | -0.1
Cn1c(SCc2nc(-c3ccc(Br)cc3)no2)nnc1-c1ccco1 | 2 | 8 | 1.4 | 2 | -7 | 5 | 2 | 1 | -0.1
CCOC(=O)N1CCN(Cc2nnc(-c3ccccc3Cl)o2)CC1 | -5 | 5 | -0.9 | 1 | 11 | 1 | 5 | -2 | -0.1
CN(/C(=N\S(=O)(=O)c1ccccc1)C(F)(F)F)c1ccccc1 | -4 | -6 | -1.1 | -1 | 0 | -1 | -2 | 0 | -0.1
Cc1ccc(C(=O)NC=C(Cl)Cl)cc1 | 4 | -7 | 3.0 | -5 | 3 | 5 | -2 | 7 | -0.1
COc1ccc(S(=O)(=O)N(C)CC(=O)N2CCN(c3ccc(F)cc3)CC2)cc1OC | -4 | 0 | 1.8 | 1 | 9 | 10 | 2 | 37* | -0.1
Cc1cc(N2CCN(c3ccccc3)CC2)n2nnnc2n1 | 2 | -2 | 4.1 | 4 | 13 | -2 | 1 | 3 | 0.2
COc1ccc(CCC(=O)NCCc2ccc(OC)c(OC)c2)cc1 | 1 | -12 | 0.2 | 0 | 17 | -24 | -3 | -2 | -0.1

Assay outcomes: PubChem BioAssay, several laboratories
